Furin inhibitor – human furin inhibitors, primary screen, biochemical, fluorescence intensity. P09958. purified furin, fluorogenic substrate cleavage. inhibition, % at 30 µM. 0.061% of 220,000 active. AID 463115, 2010; in the data active means inhibition above about 25%; further: inactives centre near -15
hK5 inh – human KLK5 protease inhibitors, primary screen, biochemical, 1536-well; Kallikrein-5 (Homo sapiens), Q9Y337; recombinant hK5, fluorogenic AMC substrate cleavage; inhibition, % at 5 µM; 0.59% of 210,000 active; AID 873, 2007;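 active means inhibition of 40% or more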;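 further: 0% = enzyme controls without compound and 100% = no-enzyme blanks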
Target sequence (Q9Y337 67-293 limits assumed): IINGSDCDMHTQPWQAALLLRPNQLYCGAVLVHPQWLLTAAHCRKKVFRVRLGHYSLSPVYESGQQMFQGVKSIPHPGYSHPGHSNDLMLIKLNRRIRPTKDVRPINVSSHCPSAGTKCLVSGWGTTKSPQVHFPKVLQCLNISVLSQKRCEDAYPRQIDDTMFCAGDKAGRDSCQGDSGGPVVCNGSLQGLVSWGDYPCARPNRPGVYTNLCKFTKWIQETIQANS
Thrombin inh – human alpha-thrombin inhibitors, primary screen, counter-screen for coagulation protease inhibitor project, biochemical, 1536-well, fluorogenic AMC substrate; Prothrombin (Homo sapiens), P00734; Boc-VPR-AMC fluorogenic substrate cleavage; inhibition, % at 5 µM; 0.26% of 220,000 active;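 active means inhibition at or above 40%; inactive means inhibition below 40%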;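 further: 0% = enzyme with no compound and 100% = wells without enzyme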
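System – human alpha-thrombin · Medium – pH 7.5 Tris (50 mM) with NaCl 150 mM, Tween 20 0.05% · Compound – single-point dosing at 5 µM, 0.2% DMSO · Incubation – enzyme reaction carried out at room temperature · Technique – fluorescence of released AMC, ex 355 nm, em 460 nm · Read-out basis – % inhibition of thrombin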
Cl transport mod – KCC2 cotransporter modulators, thallium flux, primary screen, cell-based, HEK293 KCC2, FluoZin-2 fluorescence, MLSMR; Solute carrier family 12 member 5 (Homo sapiens), Q9H2X9; KCC2 cells, thallium flux FluoZin-2 fluorescence; B-score of Tl+ flux slope (higher = more flux/activation; lower = inhibition) at 10 µM; 2.2% of 190,000 active;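 active means thallium flux slope and its plate-corrected score both differing from the plate sample mean at a set confidence after two filtering rounds, in either direction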;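 further: slope of fluorescence scaled to starting intensity during 10 to 20 s after thallium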
PERK inhibitor – block of dimerizer-induced PERK translation repression, primary screen, PERK inhibitor project, CHO PERK-DD cells, SEAP luminescence, HTS | CHO PERK-DD fusion, SEAP luminescence translation reporter | 0.17% of 220,000 active | inhibition, % at 5.6 µM | Eukaryotic translation initiation factor 2-alpha kinase 3 (Homo sapiens), Q9NZJ5 | AID 1416, 2008;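 active means inhibition above the mean inhibition of all tested compounds plus 3 SD, set separately per screening campaign, cut at about 2.9% in these data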;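 further: PERK kinase domain activated by AP20187 dimerizer at 100 nM; 0% = DMSO with dimerizer and 100% = rapamycin at 8.4 µM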
m-calpain inh – inhibitors of pig calpain II, primary screen, biochemical, fluorogenic peptide substrate, 1536-well. purified calpain II, 30 min. inhibition, % at 16 µM. 0.37% of 220,000 active. AID 1236, 2008;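 active means inhibition above about 50%, limit read from the data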
Rad51 HR inh – human RAD51 strand exchange inhibitors, primary screen, biochemical, fluorescence. inhibition, % at 10 µM. 0.085% of 200,000 active. hRad51 DNA strand exchange, fluorescence dequenching. DNA repair protein RAD51 homolog 1 (Homo sapiens), Q06609. AID 1385, 2008;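 active means inhibition above 40% at the single screening dose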;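 further: 0% = DMSO control wells and 100% = blanks with heterologous ssDNA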
Target sequence (Q06609 whole entry, looked up): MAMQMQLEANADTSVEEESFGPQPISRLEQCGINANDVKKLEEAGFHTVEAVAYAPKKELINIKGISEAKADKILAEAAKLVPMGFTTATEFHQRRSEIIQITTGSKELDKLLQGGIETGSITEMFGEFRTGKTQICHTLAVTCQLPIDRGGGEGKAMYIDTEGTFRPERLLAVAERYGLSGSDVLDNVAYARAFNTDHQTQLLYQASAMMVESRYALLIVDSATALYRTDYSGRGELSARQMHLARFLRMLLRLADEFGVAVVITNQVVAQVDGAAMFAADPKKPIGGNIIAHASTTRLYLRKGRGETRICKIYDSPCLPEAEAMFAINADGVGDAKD
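Test system – preformed human Rad51 ssDNA filaments · Reagent – Donor/quencher-labelled 47-bp dsDNA substrate · Incubation – 37 °C 15-min filament assembly, 30-min compound preincubation, 15-min exchange · Signal – FRET fluorescence dequenching, excitation 485 nm, emission 520 nm · Read-out – percent inhibition from fluorescence, normalised to plate control and blank means · Benchmarks – plate control and blank wells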
FXIIa inh – human FXIIa protease inhibitors, primary screen, biochemical, 1536-well; inhibition, % at 5 µM; 0.3% of 220,000 active; purified FXIIa, Boc-QGR-AMC fluorogenic substrate, 2 h; Coagulation factor XII (Homo sapiens), P00748; in the data active means inhibition above about 40%;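 further: 0% = enzyme with no compound and 100% = blank without enzyme; many of its hits are not listed in these tables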
FXIa inh 1536 – human FXIa protease inhibitors, primary screen, biochemical, 1536-well; purified FXIa, Boc-Glu-Ala-Arg-AMC fluorogenic substrate; 0.14% of 220,000 active; inhibition, % at 5 µM;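 active means inhibition of at least 40%; inactive means inhibition below 40%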;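 further: fluorescence of freed AMC excited at 355 nm; 0% = enzyme without compound and 100% = no enzyme blank; many of its hits are not listed in these tables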
Starred values were filed as active, the others as inactive; x = not tested or not shown; [ ] = dose if it differs, or a comment. Some of the compounds tested; rates above refer to the full screens.

Under each structure – Furin inhibitor, hK5 inh, Thrombin inh, Cl transport mod, PERK inhibitor, m-calpain inh, Rad51 HR inh, FXIIa inh, FXIa inh 1536
1	CCOc1ccc(OCc2ccc(C(=O)Nc3cccnc3)o2)cc1
 : -11[20 µM], -3, 2, 0.31, 0.9, -17, -4, 8, 4
2	COC(=O)c1n[nH]n(-c2cc(Cl)cc(Cl)c2)c1=O
 : -7, 4, -3, -0.56, -0.8, 8, -15, 20, 5
3	Cc1cc(C)c(S(=O)(=O)c2ccccc2)c(N(C)C)n1
 : -18[20 µM], -3, 3, x, 1.0, 7, 2, 17, 2
4	CCCCn1nc(C(=O)N[C@@H](CCSC)c2nc3ccccc3[nH]2)c2ccccc2c1=O
 : -11[20 µM], -40, -8, -1.2, -0.5, 9, 5, 9, -4
5	Cc1cc(Cl)c(S(=O)(=O)Nc2ccon2)cc1OCC(=O)NC1CCCCC1
 : -15[20 µM], 4, -1, x, 0.1, 15, -2, -12, -5
6	C=CCNC(=O)c1onc(CSc2ccc(Cl)cc2)c1C(=O)O
 : -20[20 µM], -29, -9, -0.0017, 1.5, 9, -3, 3, -3
7	COC(=O)C(Cc1ccc(OC(=O)c2ccc(Cl)cc2)cc1)N1Cc2ccccc2C1=O (stereo not drawn)
 : -5[20 µM], -16, 1, 0.24, 0.5, 31, 1, 12, -2
8	Cn1ncc2c(Nc3ccccc3Cl)nc(Cl)nc21
 : -19, 4, 1, -0.28, 0.9, -16, -1, 7, 13
9	CCOC(=O)/C(=C\c1ccc(Cl)cc1)c1nc2sc(C)c(C)c2c(=O)[nH]1
 : 0, -3, 6, 0.89, 0.2, -41, x, 23, 22
10	COc1ccc(NC(=O)CCOc2ccccc2)c(OC)c1
 : -7, -4, 3, -1.1, 0.2, -12, 1, 19, 10
11	CCCCCn1c(SCCC(C)C)nc2c1c(=O)[nH]c(=O)n2C
 : -2, -1, 6, -1.1, 0.0, 36, -2, 23, 11
12	CCOC(=O)c1ccc(NC(=S)N2CCSC2c2ccc(Br)cc2)cc1 (stereo not drawn)
 : -16, -19, -7, -0.77, -0.1, -13, 6, 10, 4
13	CCC(=O)Nc1ccc(S(=O)(=O)N2CCc3ccccc3C2)cc1
 : -14, -8, -9, -1.6, x, 20, -1, -4, -9
14	C/C(N)=C(/C#N)C(=O)CSc1nnc(-c2ccccc2Br)o1
 : -10[20 µM], -4, -2, 0.37, 0.4, -20, -6, 10, -1
15	COc1cccc(C(c2c(C)[nH]n(-c3ccccc3)c2=O)c2c(C)[nH]n(-c3ccccc3)c2=O)c1OC
 : -24, -25, -4, -0.4, 0.7, -58, -6, 5, 2
16	CCCCC(CCC(=O)Nc1ccn(-c2ccccc2)n1)C(=O)O (stereo not drawn)
 : -10, -5, -6, -1.1, 0.6, 9, 15, 1, -5
17	Nc1nc(CN2CCN(c3ccccc3F)CC2)nc(Nc2ccccc2)n1
 : 7, -15, 3, 0.087, -0.8, -5, -1, 13, 3
18	COC(=O)N1CCN(c2ccc(C)c(C)c2)CC1
 : -13, 6, -6, x, 1.0, 8, 8, 2, -4
19	CCOC(=O)C1CCCCN1Cc1ccc(F)c(Br)c1 (stereo not drawn)
 : -19, -23, -6, -0.93, 0.1, 27, -12, 10, -7
20	O=C(Cc1cccc2ccccc12)NN1C(=O)/C(=C\c2cccnc2)SC1=S
 : -24, -1, 3, -1.2, 2.2, 9, -2, 14, 0
21	CC(C)NC(=O)CCS(=O)(=O)c1ccc(Br)s1
 : -15, -5, -12, x, 1.4, -21, 0, -8, -3
22	CC(C)CNC(=O)C(=O)NCCCN1CCOCC1
 : -21, 0, -3, -0.78, 1.0, -19, 2, 3, -1
23	O=C(CSc1nc(O)cc(=O)n1-c1ccccc1)NC1CCCCC1
 : -18[20 µM], -3, -4, x, -1.0, 5, -7, -7, -12
24	COC(=O)c1ccccc1NC(=O)Oc1ccc(F)cc1
 : -23[20 µM], -25, -1, x, 0.3, -60, -5, 10, -5
25	O=C(COc1ncnc2ccc(Br)cc12)Nc1ccc(N2CCOCC2)cc1
 : -32, 5, -21, -0.64, -1.3, -21, 0, -1, 9
26	OCCNc1ncnc2c1sc1nc(N3CCOCC3)c3c(c12)CCC3
 : -9, -2, -23, -1.3, 0.2, -158, 4, 7, -6
27	COc1ccc(CCN(C)c2ccc(S(=O)(=O)N3CCCC3)cn2)cc1OC
 : -13, -5, -5, 0.57, 0.7, -17, 13, -2, -5
28	O=C(COc1ccc(S(=O)(=O)N2CCCCC2)cc1)NCc1ccccn1
 : -28, x, -1, -0.036, 0.7, -4, x, 6, 0
29	COc1ccc(C[C@@H]2CN3C(=NC[C@@H]3C)N2CCNC(=O)c2ccc(C)c(Br)c2)cc1
 : -28, -2, -2, 0.55, 0.2, 9, 11, 8, 0
30	C/C(CC(=O)Nc1ccccn1)=N\NC(=O)c1cccc(C)c1
 : -31, 0, 0, 0.037, 0.8, -26, 3, 7, -2

Profiles from above. Order of values: Furin inhibitor, hK5 inh, Thrombin inh, Cl transport mod, PERK inhibitor, m-calpain inh, Rad51 HR inh, FXIIa inh, FXIa inh 1536
O=C(Cc1cccc2ccccc12)NN1C(=O)/C(=C\c2cccnc2)SC1=S across the screens: -24, -1, 3, -1.2, 2.2, 9, -2, 14, 0
COC(=O)C(Cc1ccc(OC(=O)c2ccc(Cl)cc2)cc1)N1Cc2ccccc2C1=O (stereo not drawn) across the screens: -5[20 µM], -16, 1, 0.24, 0.5, 31, 1, 12, -2

Next section:
Under each structure – Furin inhibitor, hK5 inh, Thrombin inh, Cl transport mod, PERK inhibitor, m-calpain inh, Rad51 HR inh, FXIIa inh, FXIa inh 1536
31	O=C(CCc1ccc(S(=O)(=O)NC2CCCCC2)cc1)NCc1cccnc1
 : 2, 3, -10, 0.53, -0.2, 12, -10, 12, 8
32	Cc1ccc(C)c(C(=O)CN2C(=O)NC3(CCC(C)CC3)C2=O)c1 (stereo not drawn)
 : -12, -6, 5, -0.045, 0.3, 1, 7, 1, 6
33	Cc1ccc(NC(=O)CC2C(=O)OCC3CCCCN32)cc1Cl (stereo not drawn)
 : -6, -16, -9, -0.035, 0.1, 3, 7, 10, 3
34	CCn1c(SCc2ccccc2)nnc1-c1ccc(S(=O)(=O)N2CCCCC2)cc1
 : 3, 0, 6, -1.4, -0.4, 9, 2, 19, 3
35	Cc1ccc2nc(-c3ccc(NC(=O)COC(=O)c4ccc(Br)o4)cc3)sc2c1
 : -20, -18, -13, 1, -0.2, -147, -12, 8, -4
36	O=C(NC1CC1)C1CCN(S(=O)(=O)c2cc(Cl)ccc2Cl)CC1
 : -35, -3, -1, 0.73, 0.4, -27, x, 3, -4
37	COC(=O)c1ccc(Nc2nc(C)cc(=O)[nH]2)cc1
 : -11[20 µM], -16, 3, 0.1, -0.1, 28, -5, 41*, 24
38	COc1ccc(C2NC(=O)C(C#N)=C(S)N2c2ccccc2)cc1OC (stereo not drawn)
 : -20, -1, -8, -0.23, 0.4, -38, -4, 8, -2
39	CC1CCCCC1NC(=O)CSc1nnc(N)s1 (stereo not drawn)
 : -13[20 µM], -17, -1, -0.67, 1.1, -27, 3, 19, 1
40	O=[N+]([O-])c1cccc(-c2nc(-c3ccncc3)no2)c1
 : -20[20 µM], 13, -2, 1, 1.0, 24, x, -11, 4
41	Cc1nnc(SCC(=O)Nc2ccc(N3CCOCC3)cc2)n1-c1ccccc1
 : -15[20 µM], 1, 2, -0.083, 0.1, 26, 0, 12, 2
42	c1ccc(C2=Nn3c(nnc3-c3cc(-c4ccccc4)n[nH]3)SC2)cc1
 : -15, 4, -3, 0.14, -1.7, 14, 5, -2, -6
43	Cc1cc(C)cc(OCC(=O)OCC(=O)Nc2c(C)n(C)n(-c3ccccc3)c2=O)c1
 : -37, 5, -13, -0.071, 0.8, -24, 5, 4, -1
44	O=C(CSc1ccc(-c2ccco2)nn1)NC1CCCCC1
 : -23, -4, -7, 0.071, 0.3, -172, -5, 4, -5
45	COc1cccc(-n2c(=O)[nH]cc(C(=O)Nc3ccc4c(c3)OCCO4)c2=O)c1
 : -13, -18, -12, -0.72, 1.5, -13, -3, 1, -6
46	Cc1ccc(S(=O)(=O)Nc2ccccc2CNC2CCCCC2)cc1
 : -31, 3, -2, -1.2, -1.0, -17, -3, 9, -2
47	CC1CCCN(c2ccc(C(=O)Nc3ccc4c(c3)OCO4)cc2[N+](=O)[O-])C1 (stereo not drawn)
 : -6, -18, -13, -1.2, 0.0, 19, 7, 11, -1
48	O=C(Cn1c(SCC(=O)NC2CCCC2)nnc1-c1ccncc1)Nc1ccc2c(c1)OCO2
 : -15, 1, -6, -1.6, -1.7, 5, 5, 6, -1
49	CCCc1cc(=O)[nH]c(SCC(=O)c2ccc(S(=O)(=O)N3CCCC3)cc2)n1
 : -20, -20, -15, -0.18, 1.2, -50, 3, 1, -4
50	Fc1ccccc1-n1[nH]nnc1=S
 : -3[20 µM], 0, 1, -0.35, 0.4, 9, 1, 7, 4
51	COC(=O)CN(c1cc([N+](=O)[O-])ccc1OC)S(C)(=O)=O
 : -23, x, 1, 0.62, 0.8, 3, 20, 8, 2
52	CCN(CC)CCCN(Cc1cc2cc(OC)ccc2[nH]c1=O)C(=O)Nc1ccc(F)cc1
 : -12[20 µM], -3, -5, x, -1.6, -27, x, 7, 0
53	CC(=O)O[C@@H]1[C@H]2[C@@H](C[C@@H](C)[C@@H]3C=CC(=O)[C@@]13C)OC(=O)[C@@H]2C
 : -25, -3, -6, 0.92, x, -5, -10, 4, -4
54	O=C(CN1CCC(C(O)(c2ccccc2)c2ccccc2)CC1)Nc1cc(Cl)ccc1Cl
 : -7[20 µM], -3, 0, -0.72, 0.0, 3, 5, 9, -1
55	Cc1cc(=O)oc2cc(OCC(=O)OCC(=O)N(C)C3CCS(=O)(=O)C3)ccc12 (stereo not drawn)
 : -26, 4, -7, 0.041, 1.8, -7, -7, 0, 3
56	O=C(COc1ccc(Cl)cc1)NCCSc1ccccc1
 : -10[20 µM], -30, -4, -1.7, 1.0, -9, 11, 24, -9

Bioassay records (PubChem BioAssay)
